OX1R antag-1 – OX1R (human) antagonism | OX1R-expressing cells, FRET antagonist read-out | O43613 | AID 485270 | inhibition, % at 6.6 µM | 1.8% of 330,000 active; in the data active = inhibition mostly above about 38%, no sharp cut-off; inactive = mostly below about 40%;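 also: 0% = agonist challenge alone and 100% = reference antagonist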
Target sequence (O43613 whole entry, looked up): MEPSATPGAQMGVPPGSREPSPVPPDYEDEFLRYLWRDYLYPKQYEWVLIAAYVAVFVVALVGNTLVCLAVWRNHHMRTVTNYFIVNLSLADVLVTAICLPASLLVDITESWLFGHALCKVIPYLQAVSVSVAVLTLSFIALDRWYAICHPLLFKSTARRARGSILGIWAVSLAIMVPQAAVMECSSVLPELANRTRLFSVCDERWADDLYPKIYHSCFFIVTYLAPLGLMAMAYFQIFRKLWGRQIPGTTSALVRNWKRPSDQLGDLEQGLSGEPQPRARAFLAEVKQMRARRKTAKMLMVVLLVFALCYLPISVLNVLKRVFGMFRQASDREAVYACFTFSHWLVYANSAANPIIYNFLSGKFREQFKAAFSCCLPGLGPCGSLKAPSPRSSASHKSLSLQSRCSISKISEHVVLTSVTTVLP
OX1R antag-2 – human HCRTR1 antagonism; CHO/OX1R cells, Fluo-8 calcium fluorescence, orexin A; inhibition, % at 5 µM; 0.43% of 330,000 active; AID 434989;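 active = inhibition above its plate's threshold, mean inhibition of all tested compounds on the plate plus 3 SD, cut at about 37% in these data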;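 also: 0% = orexin A challenge wells and 100% = SB-334867-A antagonist wells; not every result past the cut was called active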
An asterisk follows results filed as active. Random draw from the library (roughly 2.1% active in at least one column).

The first 5 compounds, to show the layout:
SMILES	OX1R antag-1	OX1R antag-2
CC1CC(C(F)(F)F)n2ncc(C(=O)O)c2N1 (stereo unspecified)	-4.2	-4.0
O=C(CN1CCN(C(=O)C2CCCO2)CC1)Nc1ccc(Cl)cc1 (stereo unspecified)	29.9	-21.0
Cn1nc(C(F)(F)F)c(-c2ccccc2)c1N	4.8	-5.5
COc1cc(C)c(Cl)cc1S(=O)(=O)NCc1ccco1	16.4	-6.7
Cc1cc(C)cc(N(CC(=O)NCC2CCCO2)C(=O)CCC(=O)Nc2nccs2)c1 (stereo unspecified)	11.6	-18.0

Main list (from the top)
SMILES	OX1R antag-1	OX1R antag-2
CC1CC(C(F)(F)F)n2ncc(C(=O)O)c2N1 (stereo unspecified)	-4.2	-4.0
O=C(CN1CCN(C(=O)C2CCCO2)CC1)Nc1ccc(Cl)cc1 (stereo unspecified)	29.9	-21.0
Cn1nc(C(F)(F)F)c(-c2ccccc2)c1N	4.8	-5.5
COc1cc(C)c(Cl)cc1S(=O)(=O)NCc1ccco1	16.4	-6.7
Cc1cc(C)cc(N(CC(=O)NCC2CCCO2)C(=O)CCC(=O)Nc2nccs2)c1 (stereo unspecified)	11.6	-18.0
Cc1c(Cl)cnc(NC(=O)COC(=O)Cc2coc3ccc4ccccc4c23)c1Cl	18.6	-9.9
CCOC(=O)C1CCCN(C(=O)c2cc(CN3C(=O)c4ccccc4C3=O)ccc2OC)C1 (stereo unspecified)	23.9	-20.2
COC(=O)c1ccccc1NC(=O)Nc1cnccn1	5.0	-2.5
Cc1cc(N2CCC(C)CC2)nc2cccc(O)c12	14.0	-28.0
COc1cccc(NC(=O)CNC(=O)Cn2cnc3sc4c(c3c2=O)CCCC4)c1	22.4	-23.9
O=c1oc2ccccc2n1CSc1nc2ccccc2s1	20.8	-19.0
C=CCNC(=O)C1CC1(c1ccc(C)cc1)c1ccc(C)cc1 (stereo unspecified)	12.2	-15.9
CCOC(=O)c1c(S(=O)(=O)N2CCN(C3CCCCC3)CC2)c(C)n(C)c1C	19.2	-18.2
COc1ccccc1N1CCN(C(=O)c2cc3cc(Br)ccc3oc2=O)CC1	10.8	-20.9
COc1cccc(NC(=O)CN(C)C(=O)c2ccc(NC(=O)CC3SC(N4CCCCC4)=NC3=O)cc2)c1 (stereo unspecified)	6.9	-12.0
O=C(CSc1nnc2n(C3CCCCC3)c(=O)c3ccccc3n12)OC1CCCCC1	1.3	-28.6
Cc1ccc(C(=O)COc2ccccc2-c2ccccc2)cc1	34.3	-30.2
COc1ccc(NC(=O)CSc2nc3[nH]c(=O)cc(O)c3s2)cc1OC	2.5	2.1
O=C(O)c1ccccc1Nc1cccc(OCc2ccc3ccccc3n2)c1	15.8	-3.6
Cc1ccc(C(O)P(=O)(OCc2ccccc2)c2ccc(N(C)C)cc2)cc1 (stereo unspecified)	11.9	-30.3
CCN(CC)S(=O)(=O)c1cccc(NC(=O)COC(=O)CCC(=O)c2cccs2)c1	24.3	-15.5
Cn1nnnc1SCC(=O)c1c(N)n(C2CC2)c(=O)[nH]c1=O	7.1	10.4
CCSc1nc(-c2ccccc2)c(C#N)c(=O)[nH]1	12.2	14.2
Cc1cccc(Cn2c(N3CCCCC3C)nc3c2c(=O)[nH]c(=O)n3C)c1 (stereo unspecified)	14.4	-20.0
Cc1cc(=O)oc2cc(OCC(=O)Nc3nnc(C(C)C)s3)ccc12	2.1	-26.4
CCOCCCNC(=O)c1cc2c(-c3ccc(Cl)cc3)nn(C)c2s1	19.8	-23.4
Cc1ccc(O)c(C(=O)c2cnc3c(c2)COc2ccc(C)cc2-3)c1	35.2	-22.1
CCCC(=O)Nc1nnc(CC(=O)N2CCCC2)s1	12.1	-5.1
COCCSc1ccccc1C(=O)N1CCN(Cc2ccccc2)CC1	13.7	-6.1
COC(=O)[C@H](CCSC)NC(=O)Nc1ccc(C(C)=O)cc1	16.1	-3.2

Laid out differently: entries from further up
| canonical_smiles | OX1R antag-1 | OX1R antag-2 |
| --- | --- | --- |
| Cc1c(Cl)cnc(NC(=O)COC(=O)Cc2coc3ccc4ccccc4c23)c1Cl | 18.6 | -9.9 |
| CCOCCCNC(=O)c1cc2c(-c3ccc(Cl)cc3)nn(C)c2s1 | 19.8 | -23.4 |
| Cc1cc(=O)oc2cc(OCC(=O)Nc3nnc(C(C)C)s3)ccc12 | 2.1 | -26.4 |
| COCCSc1ccccc1C(=O)N1CCN(Cc2ccccc2)CC1 | 13.7 | -6.1 |
| CCOC(=O)c1c(S(=O)(=O)N2CCN(C3CCCCC3)CC2)c(C)n(C)c1C | 19.2 | -18.2 |
| O=C(CN1CCN(C(=O)C2CCCO2)CC1)Nc1ccc(Cl)cc1 (stereo unspecified) | 29.9 | -21.0 |

Remaining list, next part:
SMILES	OX1R antag-1	OX1R antag-2
c1ccc2[nH]c(NC3=NCCC3)nc2c1	-22.5	12.1
CN(CC(=O)Nc1ccccc1Cl)C(=O)CSc1nncs1	13.1	-16.6
CC1CCCCC1NC(=O)COc1ccc(C#N)cc1 (stereo unspecified)	1.7	-15.6
Cc1cc(C)c2c(C)nn(C3CCCCC3)c2n1	6.7	-23.0
COc1ccc(C=Nc2ccc3[nH]ncc3c2)c(O)c1	31.4	-4.2
O=C(NNC(=S)Nc1ccc(Br)cc1Cl)c1ccncc1	3.4	-3.8
COc1ccc(C2CC(c3ccc(C(F)(F)F)cc3)=NN2c2ccc(S(N)(=O)=O)cc2)cc1 (stereo unspecified)	-0.9	-3.3
COc1ccc(OC)c(-c2cc(C(=O)Nc3ccc(F)cc3F)no2)c1	6.7	-8.0
CC(=O)Nc1ccc2nc(NC(=O)COc3cccc(C)c3)sc2c1	17.0	-33.2
C=CCn1c(N)cc(=O)nc1SC(C)C(=O)Nc1ccc(C(=O)OCC)cc1 (stereo unspecified)	2.5	-15.1
CCOc1ccc2nc(NCCNC(=O)C(C)C)c(C)cc2c1	19.6	-23.9
CCOC(=O)C(C)n1nc(C)c2sc3ccccc3c2c1=O (stereo unspecified)	-1.0	-3.9
COc1cccc(CC(=O)OCC(=O)NC(=O)c2ccc(OC(F)F)cc2)c1	0.6	-2.7
O=C(Cc1ccc(F)cc1)Nc1nnc(SCC(=O)NC2CCCC2)s1	0.6	-11.8
COC(=O)c1cc(OC)nc(OC)c1	2.4	-2.9
CCN(CC)CCNC(=O)C1CCN(S(=O)(=O)c2c(C)noc2/C=C/c2ccccc2F)CC1	11.0	-9.3
CCN(CC(=O)NCc1ccc(F)cc1)C(=O)COc1ccc2ccccc2c1	23.9	-11.8
O=C(NCc1csc(-c2cccs2)n1)c1cccc(Cl)c1	25.5	-18.8
Cc1cc(C(=O)N2CCN(C/C=C/c3ccccc3)CC2)cs1	4.8	-19.1
Cn1ccnc1SCC(=O)Nc1ccccc1	15.4	-9.7
Cc1nc(NCc2ccco2)c2c(C)c(C)sc2n1	25.5	-4.8
COC(=O)c1cc(C)sc1NC(=O)C1CC=CCC1C(=O)O (stereo unspecified)	-1.2	-9.2
Cc1cc(=O)[nH]c(SCC(=O)Nc2cc(S(=O)(=O)N(C)C)ccc2Cl)n1	8.6	-8.8
O=c1c2ccccc2oc2cc(-c3ccc(CN4CCOCC4)cc3)ccc12	7.3	7.4
O=C(O)c1ccc(CSc2nnc(COc3ccc(Cl)cc3Cl)o2)cc1	10.4	-1.1
COc1ccccc1OP(=O)(O)Oc1ccccc1OC	11.6	2.4
CC(OC(=O)CCN=C1NS(=O)(=O)c2ccccc21)C(=O)Nc1ccc(F)cc1Cl (stereo unspecified)	12.3	-10.2
Cc1ccc(CNC(=O)c2csc3c2CCCCC3)cc1	30.0	-18.1
C/C(=N\NC(=O)C(=O)Nc1cc(Cl)ccc1Cl)c1ccncc1	35.8	-25.5
O=C(Nc1ccc(Cl)cc1)c1ccc2c(=O)n3c(nc2c1)CCCCC3	15.9	1.6
Clc1ccccc1Cn1nnc2ccccc21	23.1	-19.6
CCOC(=O)C(C(=O)Nc1cccc(C)c1)C1CCCCC1 (stereo unspecified)	27.8	-23.2
N#Cc1ccc(C(=O)CN2CCN(c3ccccc3)CC2)cc1	12.7	-24.4
CCCCCN1C(=O)/C(=C/c2c(N3CCc4ccccc4C3)nc3ccccn3c2=O)SC1=S	10.4	-29.1
C=CCC1c2cccc(C(=O)OC)c2C(=O)N1c1ccccc1 (stereo unspecified)	26.9	-11.9
CCC1CCCCN1S(=O)(=O)c1ccc(NC(=O)c2cccs2)cc1 (stereo unspecified)	12.1	-2.1
Fc1ccc(Oc2nnnn2-c2ccccc2)cc1	-43.4	-15.8
Cc1ccccc1Cn1nc(C)c(NC(=O)/C=C/c2cnn(C)c2C)c1C	4.5	-17.9
Cc1ccc(SC(C)C(=O)NCc2cccnc2)cc1 (stereo unspecified)	32.5	-9.4
COC(=O)C1=C(C)N(c2cccc(C(C)=O)c2)C(=O)C1	7.9	-12.9
Cc1ccc(C(=O)/C=C/C(=O)O)cc1	8.7	-11.3
Cc1ccc(NC(=O)COC(=O)Cc2ccsc2)cc1S(=O)(=O)N(C)C	20.6	-17.0
CC(C(=O)NC(N)=O)N1C(=O)NC(c2ccccc2)(c2ccccc2)C1=O (stereo unspecified)	19.2	1.1
C/C(=N/NC(=O)c1ccco1)c1cccc(NC(=O)c2ccc(C)o2)c1	15.4	-2.6
CNC(=O)CSc1nnc(-c2cnccn2)n1C	5.1	-15.6
COc1ccc(NC(=O)C(c2ccccc2)c2ccccc2)cn1	5.3	-6.1
CCOC(=O)CNC(=O)Cc1ccc(Cl)cc1	2.0	-1.8
COc1ccc(S(=O)(=O)NCc2cccnc2)cc1NC(=O)c1ccc(C)cc1	23.2	-6.1
Cc1ccc(/C=C/C(=O)OCC(=O)NC(C)c2ccccc2)o1 (stereo unspecified)	4.9	-34.8
Cc1cc(Nc2cccc(Cl)c2)nc(N2CCOCC2)n1	22.7	-19.6
CCc1cccc(Nc2cnn(C34C[C@@H]5C[C@@H](CC(CC(=O)O)(C5)C3)C4)c(=O)c2Cl)c1	9.6	-3.8
CCOc1ccc(NC(=O)CN2CCN(CC(=O)Nc3ccc(F)cc3)CC2)cc1	6.1	-17.5
COC(=O)c1cn(NC(=O)COc2ccc(Cl)cc2)c(=O)c2ccccc12	19.0	-7.7
CC(C)(C)NC(=O)Cc1ccc(S(=O)(=O)N2CCCC2)s1	12.9	7.6
NC(=O)NCc1cccnc1	14.2	-6.4
CCc1c(O)nc(SC2CC(=O)N(c3ccccc3)C2=O)[nH]c1=O (stereo unspecified)	5.6	-15.6
O=S(=O)(Nc1nccs1)c1ccc(NS(=O)(=O)c2cccs2)cc1	11.3	-1.3
COc1ccc(S(=O)(=O)N2CCC(C(=O)Nc3cccc(Cl)c3)CC2)cc1OC	2.6	5.2
O=C(NNC(=O)c1ccc(F)cc1F)c1ccc(-n2cnnn2)cc1	-9.0	-4.6
Cc1ccc(S(=O)(=O)n2cc(C=O)c3ccccc32)cc1	3.9	-0.2

Following part
SMILES	OX1R antag-1	OX1R antag-2
CCOc1cc(/C=N/n2cnnc2)ccc1OC(=O)c1cccc([N+](=O)[O-])c1	39.6	-17.5
COc1cccc(SCc2noc(C(=O)NCCC(C)C)c2C(=O)NCCC(C)C)c1	9.7	-42.4
Cc1c(NS(=O)(=O)c2cc(C(=O)O)ccc2Cl)c(=O)n(-c2ccccc2)n1C	6.2	-6.7
COc1ccc(Cl)cc1NC(=S)NC(=O)c1ccc2c(c1)OCO2	13.2	-16.8
COc1ccc(-c2c(NC(=O)c3ccco3)oc3c(C)cccc3c2=O)cc1	7.1	-17.6
O=C(NCC(c1cccs1)N1CCOCC1)C1CCN(S(=O)(=O)c2ccccc2C(F)(F)F)CC1 (stereo unspecified)	1.0	-30.8
O=C(Nc1cccc(F)c1)C1CCN(C(=O)c2ccco2)CC1	9.5	-8.5
CN(C)CCCC1Sc2ccccc2Sc2ccccc21 (stereo unspecified)	17.5	-8.1
COc1ccc(/C=N/NC(=O)c2ccoc2C)cc1CN1CCN(c2ccc(F)cc2)CC1	4.2	-8.0
CN(Cc1cnn(C)c1)C(=O)C1CCC(=O)N(Cc2cccc(C(F)(F)F)c2)C1 (stereo unspecified)	7.6	-18.6
CC(=O)Nc1ccc(S(=O)(=O)NCCC(=O)OCC(=O)c2ccccc2)cc1	5.1	-4.8
CCC(=O)Nc1ccc(N2CCCCC2)c(C(=O)Nc2ccccc2C)c1	14.4	-26.6
Cc1ccnc(NC(=O)C2CCN(S(=O)(=O)c3cccc4nsnc34)CC2)c1	71.5	-20.0
COc1ccc(CCN2CC(C(=O)NCCc3cn[nH]c3)CCC2=O)cc1 (stereo unspecified)	5.8	3.2
OC(c1cc(C(F)(F)F)nc2c(Cl)cc(Cl)cc12)C1CCCCN1 (stereo unspecified)	7.8	-13.0
Cn1c(=O)c2c(-c3ccccc3)n(N3CCOCC3)cc2n(C)c1=O	14.8	-3.9
COc1ccc(-c2nc(O)c3cnccn23)cc1	20.1	4.4
Cc1ccc(Cn2ccc(NC(=O)c3c(-c4ccccc4Cl)noc3C)n2)cc1	-0.3	-3.6
Cc1c(Cl)cnc(NC(=O)COC(=O)CCS(=O)(=O)c2ccccc2)c1Cl	13.7	-16.1
O=[N+]([O-])c1ccccc1S(=O)(=O)N1CCN(Cc2ccsc2)CC1	8.9	-14.6
O=C(CCNS(=O)(=O)c1ccccc1C(F)(F)F)NNC(=O)C1COc2ccccc2O1 (stereo unspecified)	10.6	-8.7
Cc1ccccc1C(=O)OC1OC(=O)C(Cl)=C1Nc1ccccc1 (stereo unspecified)	11.3	-9.5
CN(Cc1nc2ccccc2c(=O)[nH]1)C(=O)c1cc2c(s1)CCCCC2	8.2	-34.2
Cc1ccccc1-c1cc(=O)c2ccccc2o1	16.6	-1.3
Clc1ccccc1-c1ccc2ncnc(NCc3cccs3)c2c1	25.8	0.0
O=C(c1ccccc1O)N1N=C(C(F)(F)F)CC1(O)c1ccc([N+](=O)[O-])cc1 (stereo unspecified)	19.0	-20.1

Assay outcomes as filed in PubChem.
